Source: PubChem BioAssay
RGS4 block: human RGS4 inhibition; AID 463165; B-score at 10 µM; hit rate 0.45% among 310,000; HEK293 M3R/RGS4 inducible, Fluo-4 calcium flux; active compounds read high; triggered by carbachol at its EC20; P49798;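 active means B-score, a plate-corrected calcium signal, over three deviations above library mean, with baseline fluorescence within five deviations of library mean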;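 further: RGS4 expression induced by doxycycline in cells with stable M3 receptor; B-score is computed from the integrated fluorescence ratio over baseline after carbachol; higher B-score means a larger calcium signal and so more RGS4 inhibition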
Target sequence (P49798 whole entry, looked up): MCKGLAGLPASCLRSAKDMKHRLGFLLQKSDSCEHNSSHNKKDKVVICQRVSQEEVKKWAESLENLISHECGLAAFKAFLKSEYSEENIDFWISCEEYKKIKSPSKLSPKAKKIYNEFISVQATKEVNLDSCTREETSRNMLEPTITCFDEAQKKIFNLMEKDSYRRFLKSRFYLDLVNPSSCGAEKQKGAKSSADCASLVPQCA
TRPC4 PAM: TRPC4 (mouse) allosteric potentiation; hit rate 0.42% among 310,000; Q9QUQ5; B-score at 10 µM; HEK293 TRPC4beta/mu-opioid, DAMGO EC20, Fluo-4 Ca2+ flux; active compounds read high;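 active means B-score of calcium response area above 5 SD of library B-scores, with initial fluorescence ratio within 5 SD of library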;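 further: B-score of integrated fluorescence ratio over time as area under calcium response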
TRPC4 agonist: TRPC4 (mouse) channel activation | HEK293 TRPC4beta/mu-opioid, Fluo4 calcium fluorescence; active compounds read high | B-score at 10 µM | hit rate 0.49% among 310,000 | AID 2237;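 active means B-score above 5 SD of library B-scores, and initial fluorescence ratio not above library mean plus 5 SD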;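 further: positive B-score marks a calcium rise read as TRPC4 activation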
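System: HEK293 cells stably co-expressing mouse TRPC4beta and mu-opioid receptor; Schedule: Fluo4 dye loading 45 min at room temperature, 110 s recording; Detection: Fluo4 fluorescence, kinetic; Evaluation: B-scored integrated calcium fluorescence ratio; Controls: buffer (low) and maximal DAMGO (high).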
TRPC6 activator: activates the mouse TRPC6 cation channel | Q61143 | HEK293-TRPC6 membrane potential dye fluorescence; active compounds read high | B-score at 10 µM | hit rate 0.13% among 310,000;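 active means B-score of the integrated fluorescence ratio above library mean plus 3 SD, and starting fluorescence ratio within library mean plus 5 SD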;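 further: higher score means more depolarization so channel activation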
Target sequence (Q61143 whole entry, looked up): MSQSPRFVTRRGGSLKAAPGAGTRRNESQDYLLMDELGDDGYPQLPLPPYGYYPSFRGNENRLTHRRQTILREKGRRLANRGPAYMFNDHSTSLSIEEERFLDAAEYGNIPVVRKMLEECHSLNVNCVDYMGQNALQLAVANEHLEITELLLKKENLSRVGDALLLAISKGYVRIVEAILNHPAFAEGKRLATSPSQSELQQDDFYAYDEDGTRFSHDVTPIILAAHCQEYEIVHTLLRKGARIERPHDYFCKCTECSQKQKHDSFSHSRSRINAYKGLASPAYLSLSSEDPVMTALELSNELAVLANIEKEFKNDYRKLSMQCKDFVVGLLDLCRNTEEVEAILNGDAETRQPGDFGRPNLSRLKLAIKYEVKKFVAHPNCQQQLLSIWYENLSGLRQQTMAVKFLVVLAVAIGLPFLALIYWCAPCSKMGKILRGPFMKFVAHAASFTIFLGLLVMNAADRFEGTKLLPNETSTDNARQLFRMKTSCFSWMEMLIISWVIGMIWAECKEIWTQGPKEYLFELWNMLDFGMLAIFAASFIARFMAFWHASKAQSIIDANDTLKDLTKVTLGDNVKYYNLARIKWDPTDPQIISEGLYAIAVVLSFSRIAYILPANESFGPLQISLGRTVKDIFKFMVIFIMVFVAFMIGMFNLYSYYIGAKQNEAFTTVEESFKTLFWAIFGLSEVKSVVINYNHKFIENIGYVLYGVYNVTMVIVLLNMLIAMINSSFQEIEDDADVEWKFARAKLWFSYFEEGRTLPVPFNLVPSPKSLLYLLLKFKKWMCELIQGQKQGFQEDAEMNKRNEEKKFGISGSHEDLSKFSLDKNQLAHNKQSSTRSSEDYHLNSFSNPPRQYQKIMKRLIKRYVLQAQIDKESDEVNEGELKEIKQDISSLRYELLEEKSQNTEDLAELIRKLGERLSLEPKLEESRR
TRPC4 inh: TRPC4 (mouse) channel inhibition; Q9QUQ5; B-score at 10 µM; HEK293 TRPC4beta/mu-opioid, DAMGO-evoked Fluo4 calcium flux; active compounds read low; hit rate 0.39% among 300,000; AID 2247;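 active means B-score over 3 SD under the library average, no early fluorescence shift, positive overall ratio signal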
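Assay system – HEK293 line stably carrying TRPC4beta and mu-opioid receptor · Doses – single dose · Detection – Fluo4 calcium-dye fluorescence, kinetic read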
MrgX1 antag: blocks BAM8-22 activation of human MrgX1 receptor; MRGX1-HEK293 calcium flux, Fluo-4, BAM8-22 antagonism; active compounds read low; AID 588676; hit rate 1.3% among 310,000; B-score at 10 µM; Q96LB2;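 active means calcium-response B-score plate-corrected more than 3 library SD below zero, starting fluorescence within 5 deviations, no agonist response on first addition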;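 further: peak minus trough fluorescence over baseline after final BAM8-22 challenge near maximal dose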
TMEM16A act: activates or potentiates the mouse TMEM16A chloride channel; Q8BHY3; B-score at 10 µM; hit rate 0.3% among 340,000; HEK293 TMEM16A/YFP-H148Q/I152L, iodide quench fluorescence; active compounds read low;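 active means fluorescence-ratio B-score plate-corrected deviation score at least 3 library SD below zero, with starting fluorescence score within 5 deviations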;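 further: channel opened by trigger with iodide after compound preincubation; score built on the fluorescence ratio of max minus min over baseline; more negative score means more quench and so TMEM16A activation or potentiation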
TRPC6 inh: blocks the mouse TRPC6 cation channel | Q61143 | HEK293-TRPC6, membrane potential dye, ACh-evoked depolarization; active compounds read low | B-score at 10 µM | hit rate 1.1% among 310,000;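 active means B-score under library mean minus 3 SD, initial fluorescence not abnormally high, positive integrated signal ratio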;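 further: B-score derived from integrated fluorescence ratio over the kinetic read; more negative B-score means stronger inhibition of depolarization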
TMEM16A inh: inhibitors of mouse TMEM16A calcium-activated chloride channel. HEK293 TMEM16A/YFP iodide influx fluorescence, ionomycin. normalized B-score (activity score, 25-100; higher = stronger inhibition) at 10 µM. hit rate 1.2% among 310,000. AID 588511;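 active means ratio plate-corrected score three or more library SD toward inhibition, starting fluorescence score within five deviations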;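 further: score derived from kinetic fluorescence span divided by baseline fluorescence per well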
MrgX1 PAM: allosterically activates human MrgX1 receptor signaling. MrgX1-HEK293, Fluo-4 calcium flux, FDSS; active compounds read high. B-score at 10 µM. hit rate 0.63% among 310,000;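 active means plate-corrected calcium response at least 3 library SD above typical, normal starting fluorescence, not activating the receptor alone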;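 further: compound read alongside a low EC10 to EC30 dose of BAM8-22 agonist; peak minus trough fluorescence over baseline measured at the second addition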
MrgX1 agonist: agonists of human MrgX1 receptor; hit rate 0.44% among 310,000; B-score at 10 µM; MrgX1-HEK293 cells, Fluo-4 calcium fluorescence, agonist mode; active compounds read high; Q96LB2;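 active means calcium response B-score plate-corrected fluorescence ratio at least 3 library SD, with starting fluorescence B-score inside 5 SD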
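Assay system: stable human MrgX1 HEK293 cell line. Quantity: 15,000 cells per well. Schedule: cells plated overnight, dye loaded 0.5 h 37 °C, 0.5 h room temperature. Detection: Fluo-4 NW calcium-flux fluorescence, kinetic read. Read-out basis: peak-minus-minimum fluorescence over baseline, converted to B scores. Control set: positive and negative control wells on each plate.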
The depositor's hits bear a star; i = inactive; . = no result given.

SMILES	RGS4 block	TRPC4 PAM	TRPC4 agonist	TRPC6 activator	TRPC4 inh	MrgX1 antag	TMEM16A act	TRPC6 inh	TMEM16A inh	MrgX1 PAM	MrgX1 agonist
CCCOC(=O)Cn1c(=O)c2cc3c(=O)n(CC(=O)OCCC)c(=O)c3cc2c1=O	i	i	i	i	i	.	i	i	.	.	.
COc1ccc(Cl)cc1NC(=O)c1cc(-c2ccco2)on1	i	i	i	i	i	i	i	i	i	i	i
O=c1oc2ccccc2nc1/C=C(O)/C=C/c1ccc(F)cc1	i	i	i	i	i	i	i	i	i	i	i
CC(=O)Nc1ccc(NC(=O)CCNC(=O)c2ccccc2Cl)cc1	i	i	i	i	i	i	i	i	i	i	i
CNC(=O)COc1ccc(S(=O)(=O)N2CCCC2)cc1	i	i	i	i	i	i	i	i	i	i	i
C=CCN(C(=O)c1csnn1)C(C(=O)NCc1ccccc1)c1cccs1 (stereo not given)	i	i	i	i	i	i	i	i	i	i	i
COCc1nnc(NC(=O)c2cc3ccccc3o2)s1	i	i	i	i	i	i	i	i	i	i	i
COC(=O)/C(=C/c1ccc(F)cc1)NC(C)=O	i	i	i	i	i	i	i	i	i	i	i
NCC1CC2c3ccccc3C1c1ccccc12 (stereo not given)	i	i	i	i	i	i	i	i	i	i	i
O=C(COc1ccc(Cl)cc1Cl)Nc1c(-c2cccs2)nc2ccccn12	i	i	i	i	i	i	i	i	i	i	i
CC(=O)NCCNC(=O)C1CCCCN1S(=O)(=O)c1ccccc1 (stereo not given)	i	i	i	i	i	i	i	i	i	i	i
CCOc1ccc(N(CC(=O)Nc2cccc(C)c2)S(C)(=O)=O)cc1	i	i	i	i	i	i	i	i	i	i	i
O=C(CN1CCN(C/C=C/c2ccccc2)CC1)Nc1ccccc1C(=O)NC1CC1	i	i	i	i	i	i	i	i	i	i	i
COC(=O)c1ccc(CSc2nc3ccccc3c(=O)n2-c2ccc(OC)c(OC)c2)o1	i	i	i	i	i	i	i	i	i	i	i
COc1ccc(Cn2c(=O)[nH]c3cc(C(=O)NCCCN4CCCC4=O)ccc3c2=O)cc1	i	i	i	i	i	i	i	i	i	i	i
CCCCCCC1CC(=O)NC(=O)N1 (stereo not given)	i	i	i	i	i	i	i	i	i	i	i
COc1ccccc1C(=O)COC(=O)c1cccc(S(=O)(=O)N2CCCC2)c1	i	i	i	i	i	i	i	i	i	i	i
CN(C)S(=O)(=O)c1ccc(N2CCCC2)c(C(=O)Nc2ccccc2)c1	i	i	i	i	i	i	i	i	i	i	i
Cc1ccc(/C=C/C(=O)NCc2ccncc2)cc1	i	i	i	i	i	i	i	i	i	i	i
Cc1ccc(CNc2ccc3c(c2)ncn3C)cc1	i	i	i	i	i	i	i	i	i	i	i
OCCNc1nc(C2CC2)nc2c1nnn2Cc1ccccc1Cl	i	i	i	i	i	i	i	i	i	i	i
Cc1ccc(Cn2cc(C(=O)NN)c(=O)c3ccc(F)cc32)cc1	i	i	i	i	i	i	i	i	i	i	i
O=C(Nc1sc2c(c1C(=O)O)CCCCC2)c1ccccc1	i	i	i	i	i	i	i	i	i	i	i
CC(=O)Nc1cccc(C(=O)OCC(=O)N2CCC(c3ccccc3)=N2)c1	i	i	i	i	i	i	i	i	i	i	i
Nc1cccc(NP(=O)(c2ccccc2)c2ccccc2)c1	i	i	i	i	i	i	i	i	i	i	i
Cc1nnc(SCC(=O)c2ccc(S(=O)(=O)N3CCOCC3)cc2)n1-c1ccccc1	i	i	i	i	i	i	i	i	i	i	i
CCOCCCNC(=O)c1c[nH]c2c(CC)cccc2c1=O	i	i	i	i	i	i	i	i	i	i	i
Cc1ccc(S(=O)(=O)NN2C(=O)c3ccccc3NC2c2ccccc2F)cc1 (stereo not given)	i	i	i	i	i	i	i	i	i	i	i
Cn1c(=O)oc2cc(S(=O)(=O)NC3CCCCC3)ccc21	i	i	i	i	i	i	i	i	i	i	i
COc1ccccc1N(CC(=O)N(CC(C)C)CC(C)C)S(=O)(=O)c1cccs1	i	i	i	i	i	i	i	i	i	i	i
COC(=O)c1c(Cc2ccccc2Cl)c[nH]c1C	i	i	i	i	i	i	i	i	i	i	i
CCCS(=O)(=O)N1CCCC(C(=O)NCCN(Cc2ccccc2)C(C)C)C1 (stereo not given)	i	i	i	i	i	i	i	i	i	i	i
COc1ccc(C(=O)Nc2ccc3nc(N4CCN(C)CC4)cc(C)c3c2)c(OC)c1	i	i	i	i	i	i	i	i	i	i	i
COCCCn1cnc2c(c1=O)c1nc3ccccc3nc1n2-c1ccccc1	i	i	i	i	i	i	i	i	i	i	i
CCN1CCN(C(=O)Cn2ncc3ccsc3c2=O)CC1	i	i	i	i	i	i	i	i	i	i	i
Cc1nn(C(C)C(=O)N/N=C/c2ccc(N(C)C)cc2)c(C)c1[N+](=O)[O-] (stereo not given)	i	i	i	i	i	i	i	i	i	i	i

Some of these compounds in order of formula weight, highest first.
SMILES	RGS4 block	TRPC4 PAM	TRPC4 agonist	TRPC6 activator	TRPC4 inh	MrgX1 antag	TMEM16A act	TRPC6 inh	TMEM16A inh	MrgX1 PAM	MrgX1 agonist
CCCS(=O)(=O)N1CCCC(C(=O)NCCN(Cc2ccccc2)C(C)C)C1 (stereo not given)	i	i	i	i	i	i	i	i	i	i	i
Nc1cccc(NP(=O)(c2ccccc2)c2ccccc2)c1	i	i	i	i	i	i	i	i	i	i	i
CCOCCCNC(=O)c1c[nH]c2c(CC)cccc2c1=O	i	i	i	i	i	i	i	i	i	i	i

Additional entries.
SMILES	RGS4 block	TRPC4 PAM	TRPC4 agonist	TRPC6 activator	TRPC4 inh	MrgX1 antag	TMEM16A act	TRPC6 inh	TMEM16A inh	MrgX1 PAM	MrgX1 agonist
Cn1cccc1Cc1nnc(SCC(=O)Nc2nccs2)n1C	i	i	i	i	i	i	i	i	i	i	i
CN(C)CCOc1ncnc2c1oc1ccccc12	i	i	i	i	i	i	i	i	i	i	i
O=C(COc1ccccc1Cl)NC1CC1	i	i	i	i	i	i	i	i	i	i	i
Cc1csc(=O)n1CC(=O)OCC(=O)NCc1ccc(Cl)cc1Cl	i	i	i	i	i	i	i	i	i	i	i
Cc1ccc(S(=O)(=O)N(C)CC(O)Cn2c3ccccc3c3ccccc32)cc1 (stereo not given)	i	i	i	i	i	i	i	i	i	i	i
CSc1ccc(C(=O)N2CCC(n3nccc3NC(=O)C3CC3)CC2)cc1	i	i	i	i	i	i	i	i	i	i	i
CC1CCN(S(=O)(=O)c2cnc(Cl)c(Br)c2)CC1	i	i	i	i	i	i	i	-5.3*	i	i	i
CCN(CC)CCNC(=O)Cn1nc(Cc2ccncc2)c2ccccc2c1=O	i	i	i	i	i	i	i	-6.2*	i	i	i
Cc1csc2nc(SCC(=O)N3CCN(c4ccccc4)CC3)[nH]c(=O)c12	i	i	i	i	i	i	i	i	i	i	i
CCCCn1c(N)c(N(CCOC)C(=O)c2ccc(-n3c(C)ccc3C)cc2)c(=O)[nH]c1=O	i	i	i	i	i	i	i	i	i	i	i
CC(O)(CS(=O)(=O)c1ccc(Br)cc1)c1ccccc1 (stereo not given)	i	i	i	i	i	i	i	i	i	i	i
CCNC(=S)NNc1ccccc1	i	i	i	i	i	i	i	i	i	i	i
O=[N+]([O-])c1ccc2c(c1)S(=O)c1ccccc1-2 (stereo not given)	i	i	i	i	i	i	i	i	i	i	i
COc1ccc(N2CCN(c3nc(NC(C)(C)C)nc(N4CCCCC4)n3)CC2)cc1	i	i	i	i	i	i	i	i	i	i	i
COc1cc(C2C(C(=O)OCCC#N)=C(C)NC3=C2S(=O)(=O)c2ccccc23)cc(OC)c1OC (stereo not given)	i	i	i	i	i	i	i	i	i	i	i
NS(=O)(=O)c1ccc2c(c1)C(=NO)c1cc(S(N)(=O)=O)ccc1-2	i	i	i	i	i	i	i	i	i	i	i
CCC(=O)NC(NC(=S)Nc1ccc(S(N)(=O)=O)cc1)C(Cl)(Cl)Cl (stereo not given)	i	i	i	i	i	i	i	i	i	i	i
O=C(CN(C(=O)c1csnn1)c1cccc2ccccc12)NCc1ccccc1	i	i	i	i	i	i	i	i	i	i	i
Cc1ccc(NS(=O)(=O)c2cccc(C(=O)NCc3ccccn3)c2)cc1	i	i	i	i	i	i	i	i	i	i	i
O=C(Nc1ccc(N2CCOCC2)c([N+](=O)[O-])c1)c1ccco1	i	i	i	i	i	i	i	i	i	i	i
COc1ccccc1P(=O)(c1ccccc1)c1ccccc1	i	i	i	i	i	i	i	i	i	i	i
S=c1nc2ccccc2c2nc(-c3ccccc3)[nH]n12	i	i	i	i	i	i	i	i	i	i	i
COc1ccc(N(CC(=O)NCc2ccncc2)S(=O)(=O)c2ccc(C)c([N+](=O)[O-])c2)cc1	i	i	i	i	i	i	i	i	i	i	i
C=CCSc1nc(C)c(CC(=O)OCC(C)C)c(=O)[nH]1	i	i	i	i	i	i	i	i	i	i	i
O=C(CCCCCCC(=O)NCc1ccccc1)NCc1ccccc1	i	i	i	i	i	i	i	i	i	i	i
COc1cc(C2C3C(=O)N(Cc4ccccc4)C(=O)C3ON2c2ccccc2)cc(OC)c1O (stereo not given)	i	i	i	i	i	i	i	i	i	i	i
Cc1sc(NC(=O)C2CCCO2)c(C#N)c1C (stereo not given)	i	i	i	i	i	i	i	i	i	i	i
CCOC(=O)/C(C#N)=C/c1ccc(OCC(=O)Nc2cc(C)ccc2C)c(OC)c1	i	i	i	i	i	i	i	i	i	i	i
CC1(C)CC(=O)C(CC2CCCCC2=O)C(=O)C1 (stereo not given)	i	i	i	i	i	i	i	i	i	i	i
N=c1c2c(n(Cc3ccccc3)c3c1CCC3)CCC2	i	i	i	i	-6*	i	i	-7.6*	i	i	i
Cc1cccc(C(=O)N[C@H](C(=O)NCCc2ccc(Cl)cc2)C(C)C)c1	i	i	i	i	i	i	i	i	i	i	i
O=C(NNC(=S)NCc1ccc(Cl)cc1)c1cccnc1	i	i	i	i	i	i	i	i	i	i	i
CCOC(=O)N1CCN(CC(=O)c2ccc(O)cc2O)CC1	i	i	i	i	i	i	i	i	i	i	i
CC1CCCC(NC(=S)Nc2ccc(SC(F)F)cc2)C1C (stereo not given)	i	i	i	i	i	i	i	i	i	i	i
